Screening data deposited in PubChem by The Scripps Research Institute Molecular Screening Center.
TAAR1 agonist: human TAAR1 agonism; Q96RJ0; CHO RD-HGA16 TAAR1, Fluo-8 calcium fluorescence; vehicle wells 0%, saturating PEA agonist 100%; activation, % at 3 µM; actives 0.99% (n = 360,000); AID 624467;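 active means activation above the mean activation of all test compounds in the run plus 3 SD, cut at about 38% in these data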
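test system = CHO RD-HGA16 cells carrying human TAAR1 plus Gα16 | schedule = 17-24 h seeding, 75 min 37 °C dye, 30 min RT | compound dosing = 3 µM single concentration | control set = DMSO and PEA EC100 | replicates = n 1 | signal = Fluo-8 fluorescence, 5 s baseline then 140 s kinetic read | measure = percent activation vs PEA EC100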
CHRM4 antagonist: blocks acetylcholine activation of human M4 receptor. P08173. inhibition, % at 3 µM. CHO-hM4 cells, ACh EC80, Fluo-8 calcium fluorescence. actives 0.73% (n = 360,000);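 active means inhibition above its plate's cutoff, the mean inhibition of sample wells plus 3 SD, cut at about 27% in these data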;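 further: 0% = acetylcholine EC80 with DMSO and 100% = DMSO without agonist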
CHRM1 antagonist: blocks human M1 muscarinic receptor; P11229; CHO-K1 hM1, Fluo-8 calcium fluorescence, ACh EC80 antagonist; inhibition, % at 3 µM; actives 1.3% (n = 360,000); AID 588852;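 active means percent inhibition above its own plate's cutoff, namely the mean of that plate's compound wells plus 3 SD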;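 further: peak over basal fluorescence ratio during 140 s after agonist addition; 0% = ACh EC80 plus DMSO and 100% = DMSO alone without agonist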
Target sequence (P11229 whole entry, looked up): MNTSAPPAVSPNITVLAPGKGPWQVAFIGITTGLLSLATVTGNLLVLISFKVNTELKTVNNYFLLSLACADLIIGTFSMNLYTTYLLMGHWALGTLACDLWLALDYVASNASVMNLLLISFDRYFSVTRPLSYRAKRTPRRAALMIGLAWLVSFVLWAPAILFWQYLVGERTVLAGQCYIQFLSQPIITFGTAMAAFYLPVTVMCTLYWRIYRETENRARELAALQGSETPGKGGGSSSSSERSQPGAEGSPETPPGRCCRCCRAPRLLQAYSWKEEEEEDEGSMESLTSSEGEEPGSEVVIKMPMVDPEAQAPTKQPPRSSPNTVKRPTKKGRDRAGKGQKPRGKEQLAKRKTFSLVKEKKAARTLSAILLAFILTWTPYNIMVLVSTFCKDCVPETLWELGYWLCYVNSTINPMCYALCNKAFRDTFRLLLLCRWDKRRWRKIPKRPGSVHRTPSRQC
M5 antag: blocks acetylcholine activation of human M5 receptor. inhibition, % at 3 µM. CHO-hM5 cells, Fluo-8 calcium fluorescence, ACh EC80. actives 0.59% (n = 360,000);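 active means inhibition above a per-plate cutoff, the mean of that plate's test compounds plus 3 SD, cut at about 27% in these data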;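 further: 0% = acetylcholine EC80 with DMSO and 100% = DMSO without agonist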
Target sequence (P08912 whole entry, looked up): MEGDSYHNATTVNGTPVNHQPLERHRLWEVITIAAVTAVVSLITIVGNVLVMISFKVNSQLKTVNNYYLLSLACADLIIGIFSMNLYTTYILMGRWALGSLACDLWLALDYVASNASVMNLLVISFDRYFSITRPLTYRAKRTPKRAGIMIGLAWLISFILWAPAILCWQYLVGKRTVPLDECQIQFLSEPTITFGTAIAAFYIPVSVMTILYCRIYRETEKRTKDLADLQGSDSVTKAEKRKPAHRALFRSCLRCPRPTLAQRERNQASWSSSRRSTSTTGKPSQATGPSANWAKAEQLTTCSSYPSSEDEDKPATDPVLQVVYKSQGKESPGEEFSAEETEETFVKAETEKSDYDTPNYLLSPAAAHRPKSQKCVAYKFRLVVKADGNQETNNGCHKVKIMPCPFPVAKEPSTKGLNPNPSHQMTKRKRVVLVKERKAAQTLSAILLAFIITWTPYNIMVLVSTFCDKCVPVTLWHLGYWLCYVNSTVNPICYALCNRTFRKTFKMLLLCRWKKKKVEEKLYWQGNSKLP
CHRM5 agonist: agonists of human muscarinic M5 receptor (CHRM5) | activation, % at 3 µM | actives 0.19% (n = 360,000) | CHO-K1 hM5 cells, Fluo-8 calcium fluorescence; 0% DMSO wells, 100% maximal acetylcholine response | AID 624037 | P08912;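 active means activation above the run's mean over test compounds plus 3 SD, cut at about 23% in these data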;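 further: signal is peak over basal fluorescence ratio across the kinetic read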
M1 ag: activates human CHRM1 receptor | CHO-K1 hM1, Fluo-8 calcium fluorescence, agonist mode; 0% DMSO, 100% acetylcholine EC100 | AID 588814 | actives 0.33% (n = 360,000) | P11229 | activation, % at 3 µM;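 active means activation above the run's mean compound activation plus 3 SD, cut at about 16% in these data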;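 further: peak over basal fluorescence ratio within a 140 s kinetic read after compound addition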
CHRM1 PAM: potentiates human M1 receptor response to acetylcholine. AID 588819. CHO-K1 hM1, Fluo-8 calcium fluorescence, ACh EC20; 0% = ACh EC20, 100% = maximal ACh. activation, % at 3 µM. actives 0.088% (n = 360,000); in the data active means activation above about 19%, passing the limit was not always enough
CHRM5 PAM: potentiates acetylcholine response at human M5 receptor; CHO-K1 hM5, Fluo-8 calcium, ACh EC20 PAM; 0% = ACh EC20, 100% = ACh EC100; activation, % at 3 µM; actives 0.3% (n = 360,000);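 active means activation above the run cutoff, the mean activation of all test compounds plus 3 SD, cut at about 18% in these data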
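Probe or stimulus: acetylcholine, EC20 level; Assay system: human M5 receptor in CHO-K1 cells; Schedule: compound preincubation 140 s before EC20 acetylcholine addition; Technique: intracellular calcium via Fluo-8 fluorescence; Dosing: single-point, 3 µM nominal; Read-out basis: percent activation from peak-over-basal fluorescence ratio, scaled EC20-to-EC100 acetylcholine; Repeats: one well per compound, no replicates.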
M4 ag: agonists of human muscarinic M4 receptor (CHRM4). CHO-K1 hM4/Gqi5, Fluo-8 calcium fluorescence; vehicle 0%, full acetylcholine response 100%. activation, % at 3 µM. AID 624127. actives 0.14% (n = 360,000). P08173;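 active means activation above the run mean over all test wells plus 3 SD, cut at about 32% in these data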;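 further: peak over basal fluorescence ratio per well then scaled between controls; 0% = DMSO wells and 100% = acetylcholine at EC100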
The depositor's hits bear a star; . = no result given.

SMILES | TAAR1 agonist | CHRM4 antagonist | CHRM1 antagonist | M5 antag | CHRM5 agonist | M1 ag | CHRM1 PAM | CHRM5 PAM | M4 ag
CCn1c(SCc2nc(-c3ccccc3)no2)nc2ccccc21 | 3.9 | 7.7 | 25.8 | -1.8 | -0.2 | -0.1 | -14.6 | -6.1 | 0.7
CCN(CC(=O)Nc1ccc2c(c1)CCC2)Cc1nc2ccccc2c(=O)[nH]1 | 5.3 | -6.5 | -8.6 | -1.8 | -0.5 | -1.9 | 8.3 | -1.4 | 0.9
C/C=C/Cn1c(SCc2ccc(Cl)cc2)nc2c1c(=O)[nH]c(=O)n2C | 6.1 | -4.0 | 6.0 | -3.0 | -5.3 | -2.1 | -3.7 | -3.9 | 2.0
CC(=O)N1c2ccc(S(=O)(=O)NCC3CCC(C(=O)NCc4ccc(C)cc4)CC3)cc2CC1C (stereo unspecified) | 0.8 | -7.3 | -16.0 | -14.4 | -5.1 | -1.7 | 0.0 | -2.2 | 6.6
CC(=O)Nc1nnc(S(=O)(=O)N2CCN(c3ccc([N+](=O)[O-])cc3Cl)CC2)s1 | 4.0 | -16.5 | 4.2 | -2.2 | 4.1 | -3.7 | -6.5 | -3.3 | 6.4
CC(C)N1C(=O)C(Cc2nc3ccccc3c(=O)n2-c2ccccc2)c2ccccc21 (stereo unspecified) | 5.4 | -2.2 | -18.1 | 0.4 | 3.9 | -1.2 | 0.9 | -8.3 | 4.5
CC(OC(=O)c1ccc2ncsc2c1)C(=O)Nc1ncc(Cl)cc1Cl (stereo unspecified) | -0.7 | -3.4 | -10.6 | 1.8 | -1.4 | -10.0 | 6.0 | -4.4 | 0.9
Cn1c(=O)n(CCc2ccccc2)c(=O)c2c1nc1n2CCCN1Cc1ccccc1 | 14.1 | -0.7 | -22.2 | 10.2 | -5.5 | -1.7 | 0.4 | -2.1 | 1.2
CCN1CCN(c2ccc(S(=O)(=O)N3CCCCC3)cc2NC(=O)CC(NC(C)=O)c2ccccc2)CC1 (stereo unspecified) | 4.1 | -12.4 | -6.1 | 4.5 | 0.8 | -3.8 | 11.5 | 0.3 | 1.1
Cc1ccc(-c2nc3ccccc3c(=O)n2CCCN2CCOCC2)cc1 | 1.4 | 0.9 | -14.3 | 5.3 | -1.0 | -1.5 | 6.4 | -8.1 | 1.7
Cn1c(NCCc2ccncc2)nc2cc(-c3ccsc3)sc2c1=O | 1.8 | 5.9 | 17.4 | 4.5 | -2.5 | -4.9 | -11.5 | -2.3 | 3.4
COc1cc(NC(=O)CN2CCN(CC(=O)Nc3ccccc3OC)CC2)cc(OC)c1 | -0.7 | -7.1 | -15.2 | 5.0 | -3.1 | -2.4 | 7.1 | -1.9 | 4.4
CC1CCN(C(=O)Cn2cnc3c(cnn3C(C)(C)C)c2=O)CC1 | 0.6 | -13.6 | -1.2 | 3.5 | 0.6 | -4.5 | -0.5 | -9.2 | 10.3
CCCCOC(=O)c1[nH]c2c(c1C)C(=O)CC(c1cc(OC)c(OC)c(OC)c1)C2 (stereo unspecified) | 2.8 | 8.6 | 22.3 | 25.5 | 6.0 | -2.7 | -15.7 | -22.5 | 20.0
O=C(NNC(=O)c1csc(N2CCOCC2)n1)c1ccc(Cl)nc1 | 1.6 | -10.5 | -11.2 | -2.8 | 5.3 | 0.1 | 15.8 | 2.8 | -0.6
CCOC(=O)c1ccc(OC)c(OC)c1Cl | -1.0 | -1.6 | -17.3 | 14.4 | -3.8 | -4.0 | 8.1 | 4.1 | 0.6
N#Cc1c(-c2ccc(Cl)cc2)cc(-c2cccs2)nc1SCC(=O)O | -2.5 | -10.8 | -8.2 | 4.7 | -4.7 | -6.9 | 15.2 | -0.4 | -0.7
Nc1ncnc2c1ncn2[C@H]1CC[C@@H](CO)O1 | 4.7 | -22.0 | -11.6 | -6.3 | 0.9 | 1.3 | 8.6 | -2.7 | 2.9
Cc1n[nH]c(C)c1CCCCOc1ccccc1F | 2.1 | -2.5 | -6.4 | 1.9 | -1.1 | -1.3 | 7.2 | -5.2 | 7.7
O=C(CSCCc1ccccn1)Nc1cccnc1 | 1.1 | 0.1 | -10.4 | 2.9 | 1.7 | -0.7 | 10.6 | 0.7 | 1.1
Cc1cc(C)nc(NC(=O)c2cccc([N+](=O)[O-])c2)c1 | 0.1 | -5.0 | -16.6 | 3.0 | -5.1 | -9.4 | 10.7 | 12.4 | 1.0
COc1ccc(NC(=O)C2CCCN(S(=O)(=O)c3c(C)[nH]c(=O)[nH]c3=O)C2)cc1Cl (stereo unspecified) | 3.3 | -17.8 | -10.8 | -2.2 | -1.2 | -6.5 | 12.0 | 0.8 | 0.2
O=C(COC(=O)/C=C/C(=O)N1CCN(c2ccccc2)CC1)NCc1ccc(F)cc1 | 0.2 | 1.4 | 0.8 | -0.4 | 3.4 | -3.8 | 3.2 | 4.4 | 3.9
CCCCCn1c(CN(C)Cc2ccccc2)nc2c1c(=O)n(C)c(=O)n2C | 18.6 | 2.3 | -8.5 | 1.6 | -0.1 | -4.8 | 4.8 | 0.6 | 0.1
COc1ccc(C2CC(C(F)(F)F)n3nc(C(=O)O)c(Br)c3N2)cc1 (stereo unspecified) | 1.7 | -1.0 | -7.9 | 1.9 | 2.7 | -0.9 | 12.3 | 7.6 | 0.6
O=C(CN1C(=O)COc2ccc(S(=O)(=O)N3CCCCC3)cc21)NCc1ccc(Cl)cc1 | -1.8 | -18.6 | 0.0 | -9.5 | -3.8 | -4.6 | 0.3 | 3.1 | 1.4
Nc1ccccc1C(=O)NCc1ccco1 | 2.2 | 5.3 | -6.2 | 1.1 | 4.0 | -2.0 | 8.9 | 1.7 | 1.2
O=S1(=O)CCN(CCCc2ccccc2)CC1 | 1.1 | -9.9 | 1.0 | 1.8 | 0.6 | 1.2 | 9.0 | -0.8 | 0.5
Fc1ccccc1OCCn1c(=S)[nH]c2ccccc21 | -2.3 | -8.9 | -2.5 | -3.5 | -5.0 | -1.0 | 3.0 | 2.3 | -0.4
O=C(Nc1nc2ccccc2[nH]1)c1ccc(S(=O)(=O)N2CCOCC2)cc1 | 1.0 | 8.2 | -11.3 | -3.2 | 4.5 | 0.3 | 8.0 | 9.3 | 3.3
N/C(=N\O)c1ccccc1-n1cccc1 | -0.4 | 10.3 | -13.3 | 6.1 | 0.0 | -4.5 | 11.1 | 0.2 | 0.3
CC1CCCC(NC(=O)COC(=O)COc2ccc(Cl)cc2)C1C (stereo unspecified) | -0.8 | 4.6 | -14.5 | 2.6 | -1.1 | -2.2 | 2.4 | -6.1 | 0.7
O=C(O)c1ccc(Cl)c(S(=O)(=O)NC(Cc2c[nH]c3ccccc23)C(=O)O)c1 (stereo unspecified) | 0.1 | 2.5 | -21.3 | -1.3 | -1.9 | -4.2 | 13.2 | 1.5 | -0.1
CCOC(=O)C(=O)Nc1ccccc1C(=O)OCC | 1.6 | 4.6 | -1.6 | 0.2 | 3.6 | -5.8 | 9.4 | 11.9 | 3.2
CCCn1c(=O)c(C(=O)Nc2c(C)n(C)n(-c3ccccc3)c2=O)c(O)c2ccccc21 | 8.1 | 7.5 | -10.2 | -0.7 | -1.8 | -4.9 | 3.1 | 2.9 | 0.2
O=C(/C=C/c1ccc(Cl)cc1)Nc1nccs1 | 1.5 | -2.5 | 2.8 | -4.2 | -2.1 | -7.7 | 3.1 | -0.7 | 1.6
CNc1nc(NCCCN2CCCC2=O)c2sccc2n1 | 26.1 | -3.4 | -1.3 | -5.0 | 2.1 | -5.2 | -3.7 | 1.3 | 3.3
CC(=O)Nc1ccccc1OCc1nnc(-c2cccs2)o1 | 2.5 | 1.5 | -13.3 | 3.1 | -1.5 | -2.1 | 1.1 | -5.0 | 0.6
O=C(c1ccco1)N1CCN(S(=O)(=O)c2ccccc2[N+](=O)[O-])CC1 | 1.5 | -2.6 | 5.1 | 8.6 | -2.5 | -7.0 | -2.0 | -9.4 | 2.8
Cc1ccccc1-c1cc2nc(NCCN3CCCC3)n(C)c(=O)c2s1 | 3.1 | -2.4 | -16.8 | -0.1 | -2.9 | -6.5 | 6.3 | -2.1 | 1.7
CCC(CC)C(=O)Nc1cccc(C(=O)Nc2ccc(OC)cc2[N+](=O)[O-])c1 | 78.2* | 0.3 | 19.0 | 13.3 | -0.6 | 22.6* | -4.3 | -4.7 | 2.2
CCNC(=O)C1CCCN(C(=O)Cc2cccs2)CC1 (stereo unspecified) | 0.3 | -2.4 | -29.1 | 0.0 | 0.0 | 1.9 | 22.6 | -5.0 | 0.6
CC1CC1c1ccc(/C=C(\C#N)C(=O)Nc2ccc(Cl)cc2)o1 (stereo unspecified) | 6.3 | 1.9 | 9.2 | -3.8 | -3.4 | -10.9 | -9.5 | -6.4 | 1.8
COc1ccc(NC(C)=O)cc1S(=O)(=O)N1CCc2ccccc21 | 1.6 | 4.5 | -7.3 | 4.8 | -0.3 | -0.6 | 3.6 | 2.5 | 0.1
COc1ccc(Cl)cc1N(CC(=O)N(C)C)S(=O)(=O)c1ccc(C)c([N+](=O)[O-])c1 | 0.5 | -2.9 | -9.5 | -1.0 | -5.0 | -5.3 | 8.8 | 3.7 | 1.5
COC(=O)c1cc(S(=O)(=O)NCc2ccc(S(N)(=O)=O)cc2)oc1C | 1.2 | -0.6 | -4.6 | 6.3 | 0.4 | -1.8 | 4.5 | -3.0 | 0.1
O=C(Cc1ccccc1)Nc1scc(-c2ccccc2)c1C(=O)N1CCOCC1 | . | 0.7 | -11.1 | 3.6 | -3.2 | -1.2 | 8.6 | -6.2 | 3.6
CC1=C(C(=O)OC(C)C)C(c2cccs2)C(C(=O)OC(C)C)=C(C)N1 | -3.1 | -3.9 | 2.7 | 0.3 | -6.2 | -9.0 | 1.9 | -7.7 | -2.9
Nc1nc2nc(-c3ccc(Cl)cc3)cc(C(F)(F)F)n2n1 | . | -1.9 | 7.7 | -6.4 | -2.0 | -6.7 | -4.2 | -4.3 | -2.2
COc1ccc(/C=C2\CN(Cc3ccccc3)C/C(=C\c3ccc(OC)c(O)c3)C2=O)cc1O | 13.5 | 23.8 | 28.3* | 27.0* | 2.3 | -1.7 | -15.6 | -11.0 | 23.7
C(=N\NC1=Nc2cccc3cccc1c23)/c1ccccn1 | 8.1 | 3.9 | 9.9 | 3.3 | -0.4 | -6.9 | -8.6 | 1.8 | 2.7

In a second layout: entries from further up
smiles,TAAR1 agonist,CHRM4 antagonist,CHRM1 antagonist,M5 antag,CHRM5 agonist,M1 ag,CHRM1 PAM,CHRM5 PAM,M4 ag
COc1ccc(NC(C)=O)cc1S(=O)(=O)N1CCc2ccccc21,1.6,4.5,-7.3,4.8,-0.3,-0.6,3.6,2.5,0.1
COc1ccc(Cl)cc1N(CC(=O)N(C)C)S(=O)(=O)c1ccc(C)c([N+](=O)[O-])c1,0.5,-2.9,-9.5,-1.0,-5.0,-5.3,8.8,3.7,1.5
COC(=O)c1cc(S(=O)(=O)NCc2ccc(S(N)(=O)=O)cc2)oc1C,1.2,-0.6,-4.6,6.3,0.4,-1.8,4.5,-3.0,0.1

These rows are one share of the data, so the mix of outcomes need not match the whole.
